A-T KAP1 phos: potential ataxia-telangiectasia treatments restoring KAP-1 phosphorylation; 320,000 compounds, 0.19% hits; Potency, µM (doses to about 57.5 µM), for inactives: at the highest dose activation, hits mostly activators; […] A-T fibroblasts, KAP-1 phosphorylation AlphaLISA; neocarzinostatin DNA damage 30 min before lysis; also: potency is read from the fitted curve at half-maximal effect; % of control where 0% means no effect; nearly all actives have a fitted effect of over 45% in size
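hTERT-immortalized A-T patient fibroblasts ([…]), 500 cells/well in OPTI-MEM, 1% FBS, got compounds for 60 min, then NCS for 30 min at 37C. Lysates were then assayed for phospho-KAP-1 by AlphaLISA (anti-pKAP1 donor, anti-KAP1 acceptor beads), 6 hr at 25C.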
Tb PFK inh: T. brucei PFK enzyme inhibition | O15648 | T. brucei PFK, ADP-Glo luminescence | Potency, µM (series often up to 57.5 µM), without a hit: top-dose activity, negative = inhibition, actives largely listed as inhibitors | 330,000 compounds, 0.17% hits;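 also: potency is read from the fitted curve at half-maximal effect; 0% = uninhibited 1x PFK enzyme wells and -100% = no-enzyme wells; nearly all actives have a fitted effect of over 60% in size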
Target sequence (O15648 whole entry, looked up): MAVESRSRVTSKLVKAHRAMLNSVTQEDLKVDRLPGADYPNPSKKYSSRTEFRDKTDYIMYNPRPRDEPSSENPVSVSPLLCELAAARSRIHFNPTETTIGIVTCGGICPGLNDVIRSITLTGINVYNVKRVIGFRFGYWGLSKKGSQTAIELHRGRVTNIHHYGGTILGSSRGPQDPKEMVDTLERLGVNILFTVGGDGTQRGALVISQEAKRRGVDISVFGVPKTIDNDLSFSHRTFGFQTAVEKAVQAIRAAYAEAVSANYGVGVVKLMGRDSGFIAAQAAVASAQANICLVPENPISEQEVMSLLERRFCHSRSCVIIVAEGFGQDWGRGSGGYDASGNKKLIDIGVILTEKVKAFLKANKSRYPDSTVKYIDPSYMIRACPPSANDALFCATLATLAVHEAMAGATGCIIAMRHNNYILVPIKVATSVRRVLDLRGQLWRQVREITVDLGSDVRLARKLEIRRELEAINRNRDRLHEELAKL
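1.25 nM PFK with 0.5 mM F6P and 0.1 mM ATP in 0.1 M TEA pH 8.0, 5 mM MgCl2, incubated 45 min at room temperature; ADP measured by ADP-Glo luminescence; compounds titrated up to 57 uM.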
TCR act: activates T cell receptor signaling | AID 504894 | Potency, µM (titrated, usually from 9.22 µM), without a hit: at the top dose activation of IL-2 secretion, usual class: activators | 330,000 tested, under 10 active | primary human leukocytes, anti-CD3, IL-2 HTRF, 48 h; also: % of control where 0% means no effect
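Primary human leukocytes were stimulated with a-CD3 beads plus compounds for 48 hr without co-stimulation; secreted IL-2 was quantified by HTRF using a-IL-2-K (europium cryptate) and a-IL-2-d2, excited at 320nm with acceptor emission read at 665nm.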
PTAP TSG101 blk: blocks PTAP/TSG101 interaction to inhibit HIV-1 budding | Q99816 | Fluorescence polarization, FITC-PTAP peptide / Tsg101 binding | Potency, µM (doses to about 115 µM), for inactives: at the highest dose activity change, negative = inhibition, most hits filed as inhibitors | 340,000 tested, under 10 active; active = well fitted inhibition curve with a large enough effect in the main read-out, with a control signal flat, not every such curve was filed as active; inconclusive = small, poorly fitted or top-dose-only effect, or effect the other way, or a change in a side signal; inactive = no such curve, though single readings can be large or run the other way; also: potency is read from the fitted curve at half-maximal effect; % of control where 0% means no effect
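Fluorescence polarization binding of Tsg101 binding domain (10 uM final) to FITC-labeled PTAP peptide (50 nM final) in HEPES pH 7.5 buffer with NaCl, Tween 20, EDTA, TCEP. Compounds added before peptide; binding 20 min at RT.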
S-ASM inh: human S-ASM enzyme inhibition. P17405. placental ASM, HMU-PC fluorogenic substrate, 60 min. Potency, µM (doses to about 57.5 µM), for inactives: at the highest dose activity change, negative = inhibition, actives largely listed as inhibitors. 340,000 compounds, 0.006% hits; also: potency is read from the fitted curve at half-maximal effect
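Steps: dispense placental human ASM, pin compound, wait 10 min at room temperature, add HMU-PC0 substrate at 9 uM final, incubate 60 min at 37 °C, add stop solution raising pH to 10, read fluorescence.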
ELG1 DNA repair: blocks ELG1-dependent DNA repair in HEK293T cells; 330,000 compounds, 2.3% hits; HEK293T ELG1-luciferase reporter, luminescence, 16 h; DNA damage induced by 5-fluorouridine; AID 504467; Potency, µM (titrated, usually from 46.1 µM), for inactives: at the top dose activity change, negative = inhibition, usual class: inhibitors; also: potency is read from the fitted curve at half-maximal effect; % is scaled to controls: 0 for no effect and ±100 for the full control effect; nearly all actives have a fitted effect of over 55% in size
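In this reporter screen, reduction of luminescence relative to DMSO vehicle indicated activity. Compounds and 5-fluorouridine were added together to 2,000 cells per well, incubated for 16 hr at 37 °C, then developed with ONE-Glo.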
Chronic BCR inh: inhibitors of chronic active B-cell receptor signaling. Potency, µM (titrated, usually from 46.1 µM), for the others: top-dose ratio change, negative = lower green/red ratio, most hits filed as inhibitors. 340,000 compounds, 0.05% hits. AID 493014. ABC-DLBCL IkBa-CBG/CBR reporter, luminescence ratio, 4 h; active = well fitted inhibition curve with a large enough effect in the signal ratio, with a control signal flat, not every such curve was filed as active; inconclusive = small, poorly fitted or top-dose-only effect, or effect the other way, or a change in a side signal; the % refers to the signal ratio;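 also: potency is read from the fitted curve at half-maximal effect; plate controls were basal doxycycline-induced cells for no effect and cells given 10 µM MG132 for full effect; MG132 reads +100%, hits lower the ratio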
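TMD8 ABC-DLBCL cells carrying doxycycline-inducible green luciferase fused to IkappaBalpha plus unfused red luciferase were exposed to compounds (up to 46 uM) for 4 hrs at 37C. Activity came from the overlap-corrected green/red luminescence ratio.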
TSHR antag: antagonists of human thyroid stimulating hormone receptor. TSHR-expressing cells, TSH-stimulated cAMP HTRF, 2 h; stronger effect = lower value. P16473. activity change, negative = inhibition, % at 11.5 µM. AID 504810. 330,000 compounds, 0.2% hits;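 active = activity change below a set negative limit, meaning inhibition stronger than a set level, cut at about -70% in these data; inconclusive = activity change between two set negative limits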; also: % is scaled to controls: 0 for no effect and ±100 for the full control effect
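TSHR-expressing cells were treated with compounds, then stimulated with TSH at EC80 (4nM final) for 2 hours at 37 deg C. Cellular cAMP was measured by HTRF competition between lysate cAMP and cAMP-d2 for a cryptate-labelled anti-cAMP antibody.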
Mito fusion act: blocks mitochondrial division or promotes mitochondrial fusion; S. cerevisiae fusion-defective mutant growth rescue, CellTiterGlo 48 h; Potency, µM (doses to about 46.1 µM), for inactives: at the top dose growth rescue (activation), actives largely listed as activators; AID 485298; 320,000 compounds, 0.23% hits;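 also: potency is read from the fitted curve at half-maximal effect; % of control where 0% means no effect; nearly all actives have a fitted effect of over 45% in size; temperature-sensitive fusion mutants such as fzo1-1 at 37 °C on non-fermentable ethanol glycerol medium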
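Temperature-sensitive fusion-defective S. cerevisiae (e.g. fzo1-1, mgm1-5) were grown with compound in YPEG medium (3% ethanol, 3% glycerol) for 48 hours at 37C. Growth rescue was measured as viability by CellTiterGlo luminescence after 10 minutes at ambient.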
a7 integrin act: integrin-mediated muscular dystrophy alleviation activation | AID 624291 | 350,000 compounds, 0.064% hits | Potency, µM (series often up to 38.3 µM), for the others: at the top dose activation, hits mostly activators | alpha7betagal myoblasts, beta-gal FDG fluorescence, 48 h;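 also: potency is read from the fitted curve at half-maximal effect; 100% = response of the positive control SU9516; nearly all actives have a fitted effect of over 60% in size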
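Alpha7betagal+/- myoblasts (passage 13) were plated 16-24 hr, then exposed to compounds (1:260 dilution of DMSO stock) for 48 hours at 37C. After MPER lysis, β-galactosidase reporter activity was read as FDG fluorescence (ex 480/em 540) after 30 minutes.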
Eya2 phos inh: blocks the phosphatase activity of human Eya2; O00167; recombinant Eya2, OMFP fluorescence dephosphorylation (OMFP is methylfluorescein phosphate); Potency, µM (doses to about 76.9 µM), for inactives: at the highest dose activity, negative = inhibition, hits mostly inhibitors; 330,000 compounds, 0.006% hits; also: potency is read from the fitted curve at half-maximal effect; % is scaled to controls: 0 for no effect and ±100 for the full control effect
Target sequence (O00167 whole entry, looked up): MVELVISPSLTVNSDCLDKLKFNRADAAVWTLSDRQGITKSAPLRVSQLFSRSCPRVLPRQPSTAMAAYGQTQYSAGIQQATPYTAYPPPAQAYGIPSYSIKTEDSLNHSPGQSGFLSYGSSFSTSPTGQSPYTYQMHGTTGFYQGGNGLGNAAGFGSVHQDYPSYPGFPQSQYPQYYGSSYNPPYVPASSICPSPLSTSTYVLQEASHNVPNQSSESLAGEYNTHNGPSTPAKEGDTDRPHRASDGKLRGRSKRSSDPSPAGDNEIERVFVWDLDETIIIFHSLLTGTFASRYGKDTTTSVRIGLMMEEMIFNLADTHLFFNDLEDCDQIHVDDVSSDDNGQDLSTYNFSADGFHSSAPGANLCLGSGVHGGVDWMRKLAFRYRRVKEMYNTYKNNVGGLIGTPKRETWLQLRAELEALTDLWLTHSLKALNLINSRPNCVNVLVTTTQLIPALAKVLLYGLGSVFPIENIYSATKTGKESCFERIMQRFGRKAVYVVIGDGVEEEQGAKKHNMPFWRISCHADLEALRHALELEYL
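Eya2 (0.2 uM) preincubated 10 min at ambient with compound, then OMFP substrate added at 50 uM; 10 min reaction in 50 mM HEPES pH 7.5, 50 mM NaCl, 5 uM MgCl2, 0.05% BSA, 1 mM DTT. Fluorescence read at Ex 485/Em 525 nm.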
Starred values were filed as active, the others as inactive; ? = inconclusive; . = not tested or not shown; [ ] = remark or other dose. Unless noted, calls follow the shape of the dose curve; as a rule, active = well fitted curve in the direction sought with a large enough effect; inconclusive = small, poorly fitted or top-dose-only effect, or another doubt; inactive = no such curve, though single readings can be large; an effect the other way counts as inactive or inconclusive.

SMILES	A-T KAP1 phos	Tb PFK inh	TCR act	PTAP TSG101 blk	S-ASM inh	ELG1 DNA repair	Chronic BCR inh	TSHR antag	Mito fusion act	a7 integrin act	Eya2 phos inh
COc1c(Cl)cc(Cl)cc1CNCCO	2%	1%	-4%	-5%	7%	10%	-1%	1	3%	9%	2%
CCCOc1ccc(/C=N/NC(=O)c2c(-c3ccccc3)noc2C)cc1OC	6%	0%	.	.	.	-28%	1%	-5	-1%	.	-9%
O=C1NC(c2ccccc2)(C(F)(F)F)SC2=NCCCN12 (stereo not given)	12%	-1%	-5%	-5%	2%	0%	14%	-5	3%	-10%	5%
COC(=O)CCC(=O)NS(=O)(=O)c1ccc(N=NN2CCOCC2)cc1	5%	0%	-4%	-2%	7%	6%	2%	0	-1%	-1%	4%
CC1Cc2ccccc2N1C(=O)COc1cccc(-n2cnnn2)c1 (stereo not given)	-6%	-1%	3%	-1%	-1%	?	-5%	-4	-2%	3%	-20%
COc1ccccc1Nc1ncnc2ccc(C)cc12	.	.	0%	-6%	3%	.	.	.	2%	8%	.
Cc1ccc2nc(N3C(=O)C(O)=C(C(=O)c4ccco4)C3c3cccc(O)c3)sc2c1 (stereo not given)	-7%	-6%	-4%	-5%	-8%	3%	?	37	8%	-34%	15%
COc1ccc(/C=C/C(=O)N(C)CC(=O)Nc2cccc(F)c2)cc1S(=O)(=O)N1CCCCC1	-2%	-8%	1%	0%	3%	?	2%	2	-4%	-32%[inhibitor]	22%
COc1ccc(N2CCOCC2)c(NC(=O)c2cc3ccccc3o2)c1	12%	-2%	-1%	-7%	-8%	-28%	.	-3	22%	?	6%
COc1ccc(COc2ccsc2C(=O)Nc2ccc(Cl)cc2)cc1	2%	-7%	-3%	0%	-1%	-13%	?	-5	2%	-12%	-5%
Cc1ccc(N(CC(=O)N2CCN(c3ccc(F)cc3)CC2)S(=O)(=O)c2c(C)noc2C)cc1	9%	-1%	-6%	-4%	-6%	-11%	9%	0	10%	25%	-18%
O=C(NCC1CCCO1)c1ccc2c(c1)ncn2-c1cccc(F)c1 (stereo not given)	-2%	2%	-13%	-2%	-1%	19%	-10%	-12	4%	-11%	6%
C/C(=N\OCC(=O)OCC(=O)N(C)c1ccccc1)c1ccc2c(c1)OCO2	8%	2%	.	-3%	-1%	8%	1%	-12	1%	14%	-5%
COc1cc(NC(=S)N2CCN(C/C=C/c3ccccc3)CC2)cc(OC)c1	-8%	8%	3%[46.1 µM]	0%	3%	-9%	-11%	9	6%	8%	-20%
Cc1ccc(S(=O)(=O)N2CCN(C)CC2)cc1C	-5%	1%	2%	-1%	7%	3%	-1%	-5	-1%	1%	3%
O=C1NC(Cc2ccc(O)cc2)c2nc3ccccc3c(=O)n2-c2ccccc21 (stereo not given)	-1%	1%	.	.	.	1%	0%	-5	.	.	7%
COC(=O)Cn1cc(C(=O)OC)cc(Br)c1=O	2%	3%	3%	-4%	0%	-1%	1%	3	-2%	13%	-7%
Clc1ccc(Cn2ncc3c(NCc4ccccc4)ncnc32)c(Cl)c1	7%	-10%	.	.	.	?	1%	-3	-9%	.	0%
CC(C)Nc1nc(NC(C)C)nc(N(C#N)C(C)C(=O)N(C)C)n1 (stereo not given)	4%	3%	.	.	.	-4%	6%	16	-3%	.	-4%
Cc1noc(C)c1C(=O)OCC(=O)N1CCN(S(=O)(=O)c2ccc3ccccc3c2)CC1	-9%	-2%	1%	4%	4%	-16%	-2%	-2	4%	29%	-12%
C#CCOCCOCCOCCNc1nc(N2CCN(C(=O)[C@H](CCC(=O)O)n3cc(C(N)CO)nn3)CC2)nc(N2CCN(C(=O)[C@H](CCC(=O)O)n3cc(C(N)[C@H](C)CC)nn3)CC2)n1 (stereo not given in full)	2%	-4%	-4%	-3%	15%	?	12%	0	-2%	3%	17%
Cc1ccc2cc(CN(CC3CCCO3)S(=O)(=O)c3ccccc3)c3nnnn3c2c1 (stereo not given)	10%	2%	-2%[46.1 µM]	-5%	-4%	-29%	6%	-7	19%	8%	-11%
CCOCN(C(=O)Cn1c(COC)nc2ccccc21)c1c(C)cccc1CC	3%	-3%	-1%	-6%	0%	-19%	-17%	8	2%	-20%	4%
Fc1ccccc1NC(=S)NNc1ncc(C(F)(F)F)cc1Cl	-2%	3%	-1%	-6%	-1%	?	0%	2	-2%	-6%	-24%
O=C(O)c1cc2c(s1)-c1ccccc1OC2	9%	4%	6%	-5%	351%[activator]	2%	?	-9	23%	-1%	16%
Cn1nnc(NC(=S)NC(=O)c2cccc3c(Br)cccc23)n1	3%	?	-10%	-6%	-1%	-16%	6%	-10	-1%	?	-4%
NS(=O)(=O)c1cccc(NC(=O)Cn2cnc3ccccc3c2=O)c1	4%	2%	.	-3%	4%	1%	1%	8	-2%	-1%	2%
CCOc1ccc(-c2cn(-c3cccc(SC)c3)c(=O)[nH]2)cc1	-2%	6%	-9%[46.1 µM]	-2%	0%	-3%	-4%	1	-3%	3%	5%
Cn1nnnc1Sc1c(Cl)cccc1[N+](=O)[O-]	7%	-6%	5%[46.1 µM]	-2%	0%	-3%	-2%	0	-4%	-31%	6%
CCSc1nnc(-c2cccc(S(=O)(=O)N(C)C)c2)n1-c1cc(OC)ccc1OC	6%	1%	-5%	-13%	3%	?	?	-1	0%	-10%	18%
COCCCNc1nc2nonc2nc1N(C)CC1CCCN1C (stereo not given)	-5%	-1%	-20%	0%	-1%	-10%	?	3	-7%	-2%	-2%
COc1ccc(CCNC(=O)CCCn2c(=O)c3cccn3c3cccnc32)c(OC)c1	0%	0%	-3%	-1%	-1%	?	-4%	1	5%	?	-7%
CC1CCN(c2nc(N(C)c3ccccc3)nc(N)c2[N+](=O)[O-])CC1	-4%	2%	2%	-2%	-8%	17%	?	-6	5%	17%	6%
COc1cc(CN2CCCC(C)C2)cc([N+](=O)[O-])c1O (stereo not given)	-3%	3%	2%	-12%	-2%	0%	4%	3	0%	1%	-7%
O=C(c1nc2ncccn2n1)N1CCN(c2ccccc2)CC1	.	.	4%	-5%	4%	.	.	.	-3%	8%	.
COc1cc2c(cc1OC)CN(CC(=O)Nc1ccc(C)c(C)c1)CC2	-10%	0%	8%	1%	1%	?	-16%	14	3%	?	-16%
CCCC(C(=O)NC(C)(C)CC)N(CC1CCCO1)C(=O)CNS(=O)(=O)c1ccc(F)cc1 (stereo not given)	4%	-3%	1%	3%	27%	8%	2%	-2	5%	0%	-13%
O=C(Nc1cccc(OCC(=O)N2CCOCC2)c1)c1ccc(C(F)(F)F)cc1	1%	-7%	7%	-7%	0%	-7%	?	-5	-1%	8%	-10%
CCC(=O)C1CCCN(C(=O)c2ccc(OC3CCN(C(=O)CCOC)CC3)cc2)C1 (stereo not given)	0%	2%	-5%	-1%	.	7%	2%	4	-5%	-3%	-1%
C/C(=N\Nc1ccc(C(F)(F)F)cn1)c1ccc(S(=O)(=O)NCc2ccco2)cc1	-6%	-2%	-3%[46.1 µM]	-4%	6%	-6%	-2%	-13	-5%	5%	0%
Cc1c(C)n(CC(O)CN2C(=O)c3ccccc3S2(=O)=O)c2ccccc12 (stereo not given)	-13%	-1%	.	-4%	-22%	-23%	-21%	6	18%	17%	-10%
Cc1ccn2c(CNCCCn3cccn3)c(C(=O)N3CCCCCC3)nc2c1	5%	3%	-6%	0%	-1%	-4%	-7%	1	0%	-2%	-3%
COC(=O)CN1C(=S)N(Cc2ccccc2)C(=O)C1CC(=O)Nc1ccc(Br)cc1 (stereo not given)	4%	5%	3%	-1%	-23%	0%	?	-15	15%	-30%	-17%

Assay outcomes deposited in PubChem by National Center for Advancing Translational Sciences (NCATS).
